Source: PubChem
XiGFP reactiv: activators of inactive X chromosome reactivation, primary screen, imaging, XiGFP fibroblasts, GFP high-content imaging, set 2; XiGFP mouse fibroblasts, % GFP-positive cells imaging, 3 d; cells co-treated with 5-aza-dC sensitizer; scaled so ellipticine positive control = 100%; activation, % at 7.58 µM; actives 0.055% (n = 360,000);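 active means mean normalized replicate activation at least 10% and every replicate at or above 10%; inconclusive means only one of the two criteria met; inactive means mean below 10% and not all replicates reach 10%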;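 further: 0% = median of on-plate neutral control wells and 100% = ellipticine 6 µM median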
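Schedule: 3 d treatment, 15 min room-temperature fixation; system: 68-5-11 XiGFP fibroblast line; buffer or medium: DMEM plus 5-aza-dC sensitizer; control set: ellipticine 6 µM positive control; compound: one concentration, pinned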
FN deposit inh: inhibitors of fibronectin matrix deposition, primary screen, AH1F cells, Alexa488-fibronectin fluorescence, plate reader; AID 743247, 2014; AH1F fibroblasts, overnight; inhibition, % at 12.6 µM; actives 0.086% (n = 350,000);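 active means mean inhibition across replicates of 30% or more, regardless of how many single replicates reach that level; inconclusive means mean under 30% yet at least half of replicates reach 30%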;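 further: positive control wells lacked labelled fibronectin entirely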
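test system = AH1F fibroblasts assembling fluorescent fibronectin matrix | quantity = 10000 AH1F cells per well | buffer or medium = DMEM plus 2% serum, read in PBS | doses = single dose, pinned | incubation = 1 h cell attachment, overnight exposure to compound and label | detection = fluorescence at 485 nm excitation, 525 nm emission | read-out basis = inhibition from reduced deposited-fibronectin fluorescence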
E-selectin induc: E-selectin induction in HUVECs, primary screen, imaging, HUVEC, immunofluorescence imaging, single point; P16581; normalized: neutral wells 0, TNF-alpha wells 100; activation, % at 7.58 µM; actives 0.37% (n = 260,000); AID 686992, 2013;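 active means mean E-selectin-positive cell signal at least 10% of the positive control, reached in at least 60% of replicates, without over 20% cell loss; inconclusive means no rule given, readout overlaps actives, possibly toxicity-flagged; inactive means the rest, including those meeting only one limit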;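 further: in these data hits start at about 27%; measured in HUVEC primary endothelial cells; signal is the percent of cells scored E-selectin positive by PE staining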
Target sequence (P16581 whole entry, looked up): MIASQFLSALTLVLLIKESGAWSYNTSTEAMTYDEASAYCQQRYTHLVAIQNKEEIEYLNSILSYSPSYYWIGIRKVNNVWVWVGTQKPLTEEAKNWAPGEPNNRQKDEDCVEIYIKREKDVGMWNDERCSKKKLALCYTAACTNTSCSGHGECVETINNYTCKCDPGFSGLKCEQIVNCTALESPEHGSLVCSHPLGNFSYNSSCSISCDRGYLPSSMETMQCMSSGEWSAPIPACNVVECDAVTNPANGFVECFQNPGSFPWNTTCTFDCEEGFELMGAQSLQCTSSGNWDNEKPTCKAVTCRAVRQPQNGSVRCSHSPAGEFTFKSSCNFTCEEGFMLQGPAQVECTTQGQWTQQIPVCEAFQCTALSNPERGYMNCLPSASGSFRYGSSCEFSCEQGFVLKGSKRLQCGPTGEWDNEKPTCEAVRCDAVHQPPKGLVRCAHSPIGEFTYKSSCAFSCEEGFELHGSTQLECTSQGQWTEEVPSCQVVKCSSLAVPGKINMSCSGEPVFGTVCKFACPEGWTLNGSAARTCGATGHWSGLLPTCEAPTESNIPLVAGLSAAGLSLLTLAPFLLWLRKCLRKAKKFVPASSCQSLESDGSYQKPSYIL
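Material: HUVEC primary endothelial cells; Amount: 3,000 cells per well; Dosing: single concentration; Medium: EGM-2 growth medium on 0.1% gelatin-coated wells; Read-out basis: percent E-selectin-positive cells; Signal: immunofluorescence imaging; Control set: TNF-alpha, DMSO.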
RAD52 anneal inh: RAD52 DNA annealing inhibitors, primary screen, biochemical, FRET, single point, set 2. recombinant RAD52 DNA annealing, FRET fluorescence. inhibition, % at 18.7 µM. actives 0.46% (n = 360,000);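 active means every replicate showing at least 50% inhibition; inconclusive means mean inhibition at least 50% but not in every replicate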
Target sequence (P43351 whole entry, looked up): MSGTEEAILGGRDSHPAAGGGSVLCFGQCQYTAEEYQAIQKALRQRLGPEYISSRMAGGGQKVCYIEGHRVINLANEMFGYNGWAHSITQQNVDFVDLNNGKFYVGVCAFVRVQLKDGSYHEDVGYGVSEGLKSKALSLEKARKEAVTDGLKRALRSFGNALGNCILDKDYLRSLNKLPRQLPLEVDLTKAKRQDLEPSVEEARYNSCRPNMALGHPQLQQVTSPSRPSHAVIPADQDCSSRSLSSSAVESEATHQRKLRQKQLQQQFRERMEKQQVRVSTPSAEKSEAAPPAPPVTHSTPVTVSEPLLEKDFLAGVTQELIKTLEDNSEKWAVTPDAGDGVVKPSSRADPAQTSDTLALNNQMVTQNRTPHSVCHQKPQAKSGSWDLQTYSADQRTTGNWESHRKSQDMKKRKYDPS
S100A4 MyoIIA: inhibitors of S100A4-myosin IIA peptide binding, primary screen, biochemical, fluorescence polarization, TAMRA-MyoIIA peptide; Protein S100-A4 (Homo sapiens), P26447; inhibition, % at 10.7 µM; actives 0.14% (n = 360,000);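 active means mean inhibition of at least 70% across replicates, with every replicate also reaching that level; inconclusive means mean inhibition reaches 70% but some replicates fall short; inactive means mean inhibition below 70%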
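assay system = human S100A4 monomer with TAMRA-labelled myosin IIA peptide | also added = labelled myosin peptide probe, 5 nM | incubation = 5 min between mix addition and reading | control set = DMSO and TFP controls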
RAD54 branch: inhibitors of human RAD54 branch migration, primary screen, biochemical, fluorescence, single point; RAD54 Holliday junction branch migration, FAM/BHQ fluorescence; DNA repair and recombination protein RAD54-like (Homo sapiens), Q92698; actives 0.14% (n = 360,000); inhibition, % at 10.4 µM;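 active means mean normalized replicate activity at least 40 and at least half of replicates scoring 40 or more; inconclusive means only one of the two criteria met; inactive means mean below 40 and under half of replicates reaching 40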;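 further: 0% = median of neutral control wells and 100% = median of positive control wells; inhibitors cause a drop in the FAM fluorescence signal; in these data hits start at about 50%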
EWS-Fli block: EWS/Fli-driven NR0B1 reporter inhibitors, primary screen, A673 cells, NR0B1 luciferase, luminescence, MLPCN library; viability-normalised; inhibition, % at 12.6 µM; actives 0.67% (n = 350,000);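 active means mean inhibition of at least 50% after viability correction, with every replicate also passing that limit; inconclusive means mean reaches 50% but only one of two replicates passes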;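 further: firefly luciferase signal divided by Alamar Blue viability fluorescence both relative to DMSO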
esBAF inh: Bmi1 luciferase reporter increase in mESCs, primary screen, esBAF inhibitor project, mouse ES cells, Bmi1 luciferase knock-in, single point; 24 h; 100% = twice the neutral-well signal; reporter increase, % at 12.5 µM; actives 2% (n = 350,000); AID 602393, 2012; in the data active means activation above about 40%; inconclusive means no clear call, values can overlap the other calls;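 further: 0% = median of the plate's neutral control wells and 100% = double that signal; a rise in the Bmi1 reporter signal indicates esBAF inhibition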
* marks the source's active call; other numbers are inactive results; ? = inconclusive; / = not tested or not shown.

Structure	XiGFP reactiv	E-selectin induc	esBAF inh	S100A4 MyoIIA	RAD54 branch	FN deposit inh	EWS-Fli block	RAD52 anneal inh
C/C=C/c1ccc([C@H]2[C@@H](CO)N(C(=O)C3CCC3)[C@H]2CNC(=O)CN(C)C)cc1	0.1	0.1	/	-18	/	-19	32	-4
COc1ccc(O)c(/C=N/NC(=O)CCC(=O)Nc2ccc(C)cc2)c1	0.0	0.1	-41	-4	-1	4	20	-12
C[C@@H]1CN([C@@H](C)CO)C(=O)c2cc(NC(=O)CCC(F)(F)F)ccc2O[C@H]1CN(C)C(=O)NC1CCCCC1	0.6	-8.8	-2	6	-21	/	-8	-2
C[C@@H]1CN([C@@H](C)CO)C(=O)c2cc(NC(=O)c3ccncc3)ccc2O[C@@H](C)CCCCO[C@H]1CN(C)C(=O)Nc1cccc2ccccc12	-1.3	0.1	-6	3	20	/	16	-15
CCOCC(=O)Nc1cc(C(=O)NCCc2ccccc2)ccc1Cl	0.0	/	39	-3	/	-6	-56	-7
O=C(CN1CCOCC1)N[C@@H]1CC[C@H](CCNC(=O)C2CCCC2)O[C@@H]1CO	-0.1	-0.1	-3	-3	-10	-18	1	-14
CC(C)C(=O)Nc1cccc(COc2ccc(CN(Cc3ccccc3)C(=O)OC(C)(C)C)cc2)c1	0.1	-2.6	-5	0	13	-3	25	-6
CCOC(=O)C(CC)Sc1nc(N)c(NC(=O)c2ccc(OC)c(OC)c2)c(=O)[nH]1 (configuration not stated)	0.0	/	4	0	-1	3	1	2
O=C(CSc1nc2ccccc2c(=O)n1CCCN1CCOCC1)Nc1ccc(F)c(Cl)c1	0.0	-0.4	3	1	0	7	3	-7
Cc1ccccc1-n1sc2cc(F)ccc2c1=O	-0.1	0.2	16	0	3	40*	29	-9
O=[N+]([O-])c1ccc2oc(/C=C/c3ccc(O)cc3)nc2c1	0.4	0.6	42*	1	9	-2	-39	-17
O=C(Nc1cc(-c2nc3ccccc3s2)ccc1Cl)c1ccc2c(c1)OCO2	/	/	?	-2	-9	/	-47	-1
COc1ccc(CN(C)C[C@@H]2OCCCC[C@@H](C)Oc3ccc(NC(=O)Nc4ccc(OC)cc4)cc3C(=O)N([C@H](C)CO)C[C@H]2C)cc1	0.5	/	-4	-2	7	-5	6	45
CC(C)NC(=O)c1onc(CSc2ccc(Cl)cc2)c1C(=O)O	0.9	-0.1	0	-3	-2	1	-9	-6
COC(=O)/C=C1\OC(C)c2ccccc21 (configuration not stated)	0.0	0.5	/	5	/	10	2	-13
COc1cccc(C#Cc2ccc3c(c2)[C@H]2[C@H](CCN2S(=O)(=O)c2cccc(OC)c2)[C@@H](CO)N3)c1	0.0	0.0	/	-6	/	0	/	5
Fc1ccccc1N1CCN(c2nc(-c3cccs3)nc3ccccc23)CC1	-0.1	/	-8	-1	2	/	5	-15
CC1(OC(=O)C2CCCC2)C(=O)C=C2C=C(c3ccsc3)N(CC3CC3)C=C2C1=O (configuration not stated)	0.0	-0.1	/	1	4	11	13	-6
Cc1sc2ncnc(SCC(=O)Nc3cccc(S(N)(=O)=O)c3)c2c1C	0.4	-0.1	-1	3	3	0	1	-37
COC(=O)c1ccc(-n2c(C)cc(C(=O)CSc3cccc[n+]3[O-])c2C)cc1	0.0	/	/	1	/	18	10	-24
C(=N\Nc1ccc2ccccc2n1)/c1ccc2c(c1)OCO2	0.0	0.1	-73	10	3	-3	59*	-5
O=[N+]([O-])c1ccccc1N/N=C/c1cccc(O)c1O	0.2	0.0	-3	3	/	-2	25	-6
C[C@H](CO)N1C[C@H](C)[C@@H](CN(C)Cc2ccc3c(c2)OCO3)Oc2ccc(NS(=O)(=O)c3ccc(Cl)cc3)cc2CC1=O	-0.8	0.4	2	13	2	/	11	45
NC(=O)NC(=O)CN1C(=O)NC2(CCOc3ccccc32)C1=O (configuration not stated)	-0.1	0.1	-9	-5	-2	6	-4	-6
CC(C)CCNC(=S)Nc1ccc(F)cc1	/	/	/	1	-9	2	/	1
COc1ccc2nc(SCC(=O)NCCc3ccccc3)[nH]c2c1	0.2	/	/	2	/	1	-2	-6
CC(C)(C)c1ccc(C(=O)NCC(=O)N/N=C/c2cccnc2)cc1	0.5	0.0	3	-1	8	1	-23	-8
C[C@H](CO)N1C[C@H](C)[C@H](CN(C)S(=O)(=O)c2cccs2)Oc2c(NC(=O)Nc3ccc4c(c3)OCO4)cccc2C1=O	0.1	-1.5	32	-6	-4	/	-105	30
COC(=O)[C@]1(Cc2ccccc2)N[C@H](CN(C)S(=O)(=O)c2ccc(C(F)(F)F)cc2)[C@@H]2C(=O)N(Cc3ccccc3)C(=O)[C@@H]21	-0.1	0.0	-4	-1	-6	5	3	-36
O=C(C[C@@H]1C=C[C@@H](NS(=O)(=O)c2ccccc2)[C@@H](CO)O1)N1CCC(Cc2ccccc2)CC1	-0.5	-0.5	/	-36	/	/	8	14

Some of these compounds in order of their number in RAD52 anneal inh, highest first.
SMILES	esBAF inh	S100A4 MyoIIA	RAD52 anneal inh
NC(=O)NC(=O)CN1C(=O)NC2(CCOc3ccccc32)C1=O (configuration not stated)	-9	-5	-6
COC(=O)c1ccc(-n2c(C)cc(C(=O)CSc3cccc[n+]3[O-])c2C)cc1	/	1	-24
Cc1sc2ncnc(SCC(=O)Nc3cccc(S(N)(=O)=O)c3)c2c1C	-1	3	-37

Going on with the list:
Structure	XiGFP reactiv	E-selectin induc	esBAF inh	S100A4 MyoIIA	RAD54 branch	FN deposit inh	EWS-Fli block	RAD52 anneal inh
COc1ccc(N2CCN(C(=O)CNC(=O)c3ccc4ccccc4c3)CC2)cc1	0.0	/	3	-6	-6	2	4	-9
CCOC(=O)C1=C(COC(=O)/C=C/c2cccc(F)c2)NC(=O)NC1C (configuration not stated)	0.2	0.1	-2	2	8	5	-15	-24
C[C@@H]1CCCCO[C@H](CN(C)S(=O)(=O)c2ccc(F)cc2)[C@H](C)CN([C@@H](C)CO)C(=O)c2cc(NS(C)(=O)=O)ccc2O1	0.1	0.0	-2	-4	4	/	-10	-31
COc1ccc(C(=O)NCC(=O)OCC(=O)N(C)c2ccccc2)cc1	-0.1	0.3	-2	-5	2	-1	-3	-2
COc1cccc2c3c(c(C)nc12)CCN3c1ccccc1	0.0	8.5	/	-3	/	13	11	30
O=C(NCC[C@H]1CC[C@H](NC(=O)C2CCCC2)[C@@H](CO)O1)c1cnccn1	-0.1	-0.1	4	7	-6	11	-1	-4
COc1ccc(NS(=O)(=O)c2c(C)[nH]c(=O)[nH]c2=O)cc1OC	0.2	2.5	0	-2	9	4	1	3
Cc1ccc(S(=O)(=O)Nc2cc(=O)[nH]c(SCC(=O)Nc3ccccc3C(F)(F)F)n2)cc1	0.0	/	8	-6	-3	1	-3	-21
O=C(NC1CC1)C1CCN(C2CCN(C(=O)CC3=CCCCC3)CC2)CC1	0.0	-2.8	-2	-5	11	-15	6	-4
CC(C)(O)C#Cc1ccc([C@@H]2[C@@H](CO)N3CCCCN(C(=O)c4ccncc4)C[C@@H]23)cc1	0.1	-0.1	11	5	4	/	-15	-8
CC(=O)c1cccc(NC(=O)C2CCCN(S(=O)(=O)c3cccc4nonc34)C2)c1 (configuration not stated)	0.0	/	-1	-8	-3	4	9	-96
C[C@@H]1CCCCO[C@H](CN(C)C(=O)c2ccccc2)[C@H](C)CN([C@@H](C)CO)C(=O)c2cc(NC(=O)Nc3ccccc3)ccc2O1	0.0	/	-3	-2	6	-19	-6	9
COc1ccc(CN(C)C[C@@H]2Oc3ccc(NC(=O)CCN4CCOCC4)cc3CC(=O)N([C@@H](C)CO)C[C@@H]2C)cc1	-0.1	-0.8	-12	-10	21	/	6	9
O=S(=O)(Cc1ccc(Cl)cc1)CC(O)COCc1ccccc1 (configuration not stated)	/	/	-7	2	0	/	4	-3
CCCCCCCCCCCCC(NC(C)=O)(C(=O)OCC)C(=O)OCC	0.0	0.0	6	-6	2	1	4	-2
CC(C)CC(=O)Nc1ncc([N+](=O)[O-])s1	0.0	0.1	4	-1	-9	-2	-10	-16
NC(=O)C1CCCN1 (configuration not stated)	0.1	/	/	-1	/	3	15	-16
C[C@@H]1CN([C@H](C)CO)S(=O)(=O)c2ccc(C#CCN(C)C)cc2O[C@@H]1CN(C)C(=O)CN(C)C	-0.8	0.2	-3	16	-12	/	3	4
CCO[C@@H]1OC(C(=O)O)=C[C@H](C2CC2)[C@H]1CCCO	0.0	-0.2	5	0	-3	-8	1	-7
COc1ccccc1N(C)S(=O)(=O)c1ccc(C(=O)N(C)Cc2cccc(F)c2)cc1	0.2	0.2	-1	1	-11	-11	-1	-14
O=C(CCC1CCCCC1)Nc1ccccc1-c1ccccc1	/	/	-2	-3	-16	0	/	-3
COc1ccc(S(=O)(=O)N(C)C[C@H]2OCCCC[C@H](C)Oc3ccc(NS(=O)(=O)c4cn(C)cn4)cc3C(=O)N([C@H](C)CO)C[C@@H]2C)cc1	0.0	/	-5	8	2	4	/	18
CCNc1nc2cccnc2s1	0.2	0.1	7	0	4	3	4	-8
CCOc1ccc(-c2nnc3ccc(SCC(=O)N4CCCCC4)nn23)cc1	-0.1	-0.8	-5	-1	11	2	-2	-2
CN(C)C(=O)C[C@H]1CC[C@@H]2[C@H](COC[C@H](O)CN2C(=O)C2CCOCC2)O1	0.2	0.1	-5	-38	-7	-15	-6	-73
O=[N+]([O-])c1ccc(NCc2ccc3c(c2)OCO3)cc1	-0.9	0.3	/	-1	/	1	-12	-5
COc1cccc(S(=O)(=O)N2CCC3(CC2)CN(C(=O)Nc2cccc(F)c2)[C@H](CO)c2[nH]c4cc(OC)ccc4c23)c1	0.4	0.5	/	9	/	/	29	9
Cc1nc2ccccc2c(=O)n1NC(=O)c1ccc(C(C)(C)C)cc1	0.0	/	4	2	2	2	1	-1
CCC(=O)N1CC2(CN(Cc3ccccc3Cl)C2)c2c([nH]c3cc(OC)ccc23)[C@H]1CO	0.3	-0.4	/	-1	/	/	0	21
